# All columns: NCI-60 one-dose screen, growth in % after 48 h at 10 µM unless noted; 100 = growth as untreated, 0 = no growth, -100 = all killed.
# CCRF-CEM: CCRF-CEM leukemia | hit rate 7% among 77,000 | AID 1794778
# EKVX: EKVX NSCLC; hit rate 3% among 71,000
# SR: SR leukemia cells. hit rate 8.7% among 73,000. AID 1794780
# RPMI-8226: RPMI-8226 leukemia cells; hit rate 7.5% among 77,000
# HOP-62: HOP-62 NSCLC; hit rate 3.9% among 80,000; AID 1794735
# A549/ATCC: A549/ATCC NSCLC; hit rate 3.7% among 81,000; AID 1794740
# HOP-92: HOP-92 NSCLC cells; hit rate 6.3% among 71,000
# MOLT-4: MOLT-4 leukemia cells. hit rate 6.9% among 80,000. AID 1794779
# * marks the source's active call; other numbers are inactive results; / = not tested or not shown. The calls were made as follows: active = growth percent below 10; inactive = the rest. Not a hit list. About 12% of those tested had a hit in this group.
# Fields: CCRF-CEM	EKVX	SR	RPMI-8226	HOP-62	A549/ATCC	HOP-92	MOLT-4
1) COc1cc(-c2nn(-c3cccc(NC(=O)CN4CCCCC4)c3)cc2-c2ccncc2)ccc1Cl
    100	84	108	101	95	100	45	90
2) COc1ccc(CCn2c(C)nc3ccc(C)cc3c2=O)cc1OC
    92	/	74	90	103	92	92	78
3) COc1ccc(OC)c(C#N)c1
    113	106	106	107	107	101	107	102
4) CCOC(=O)c1ccc(N=Cc2cnc(N)nc2N)cc1
    87	94	90	91	107	89	84	90
5) CN1C(=O)N(C)C2NC(N=Nc3c(O)[nH]c4ccccc34)=NC21 (stereo not given)
    /	101	112	147	101	105	104	103
6) COc1ccc(/C=N/Nc2nc3c([nH]2)c(=O)n(C)c(=O)n3C)cc1
    89	102	97	96	111	103	/	90
7) CCNc1nnc(-c2cc3c([nH]c4ccccc43)c(-c3cccc(O)c3)n2)o1
    64	83	51	53	97	59	103	61
8) CCCCN(CCCC)P1(=O)OP(=O)(N(CCCC)CCCC)OP(=O)(N(CCCC)CCCC)O1 (stereo not given)
    107	101	93	106	81	64	106	95
9) CCNCCNc1cc(C2CCCC2)c(C#N)c2nc3ccccc3n12
    -8.1*	38	-4.3*	1.7*	34	8.0*	52	-18*
10) NC(Cc1c[nH]c2ccc(OCc3ccccc3)cc12)C(=O)O (stereo not given)
    94	101	88	93	98	105	73	105
11) O=C(O)CCC(C(=O)O)N1C(=O)CSC1=S (stereo not given)
    111	96	/	113	105	104	89	99
12) Cc1c(Cl)cccc1Nc1ncccc1C(=O)OCC(O)CO (stereo not given)
    96	104	90	70	88	/	64	90
13) N=c1nc(N)ss1
    84	119	102	109	102	101	89	100
14) NNC(=S)NC1CCCCC1
    96	99	82	98	100	115	87	98
15) C=CC1=C(C)C2=NC1=CC1=NC(=CC3=C(C)C4=C(O)C(C(=O)O)C(=C5NC(=C2)C(C)C5CCC(=O)O)C4=N3)C(CC)=C1C (stereo not given)
    96	103	96	102	121	95	108	97
16) O=Cc1cc2ccccc2nc1-n1cnc2ccccc21
    100	98	91	94	101	99	108	100
17) O=C(Cc1ccc(Nc2ncnc3[nH]ccc23)cc1)Nc1ccc(F)c(Cl)c1
    99	101	110	98	94	95	103	94
18) Cc1cc(F)ccc1/C=C1\Cc2cc3c(cc2C1=O)OCO3
    92	86	67	92	79	96	93	100
19) NC(=O)SCC(=O)Nc1cccc([N+](=O)[O-])c1
    97	114	121	92	102	101	110	112
20) COc1ccc(NC(=O)Nc2ccc(-c3cccnc3)cc2Oc2cc(OC)c(OC)c(OC)c2)cc1
    94	98	84	87	99	91	/	83

# (listing goes on)
# Fields: CCRF-CEM	EKVX	SR	RPMI-8226	HOP-62	A549/ATCC	HOP-92	MOLT-4
21) N#C/C(S)=C(/S)C#N
    105	95	100	108	107	93	95	97
22) COC(=O)c1ccc2c(c1)OCO2
    87	104	106	/	97	68	87	110
23) CCCCCCCCCCCCCCCCCC1=NCCN1C(=O)OCCO
    -3.0*	83	-11*	/	53	-72*	57	8.4*
24) Cc1nc2ncnc3ncn1c32
    78	/	64	62	81	99	69	61
25) Cc1c(C(=O)N=Nc2c(O)[nH]c3ccc(Br)cc23)oc2ccccc12
    104	68	82	91	59	72	74	95
26) O=C1N/C(=N/c2ccccn2)S/C1=C/c1ccc(Cl)cc1
    104	97	103	101	125	106	87	98
27) OCCNCCCOc1ccc2ncnc(Nc3ccc(Oc4cccc(C(F)(F)F)c4)c(Cl)c3)c2c1
    6.8*	27	5.5*	-12*	67	24	40	1.1*
28) Nc1ncnc2c1N=C1c3ccccc3C(=O)C1C(c1ccc(Cl)cc1)N2 (stereo not given)
    74	96	28	87	87	99	76	49
29) CCCCCCCC/C=C\CCCCCCCCCCCCOc1cccc(CCOP(=O)(O)OCC[N+](C)(C)C)c1
    91	106	103	/	114	99	103	106
30) Cn1cnc2ncnc(Oc3ccc(Br)cc3)c21
    106	103	105	110	95	105	/	99
31) COc1ccc(-c2c(N)n[nH]c2-c2cc(OC)c3c(c2)OCO3)cc1
    /	93	41	47	88	94	54	77
32) COc1ccccc1NC(=O)C(/C=N/C(N)=S)=C(\C)O
    100	104	88	103	97	95	93	97
33) O=C(c1ccccc1F)N(Cc1ccc(Cl)cc1)c1ccccn1
    49	/	66	34	88	96	85	38
34) C[C@H]1CNCCCN1S(=O)(=O)c1cccc2cncc(F)c12
    96	93	52	112	74	75	45	85
35) COc1cccc(NC(=S)NC2CC(C)CC(C)(C)C2)c1 (stereo not given)
    85	90	90	75	98	76	65	69
36) CN1CCN(Cc2nnc(CCC(=O)c3nc4ccccc4[nH]3)o2)CC1
    93	85	/	93	97	103	71	78
37) COC(=O)c1ccc[n+](CCc2ccccc2)c1
    104	101	90	109	101	91	83	91
38) CCNC(=O)c1ccc2c(c1)nc(-c1ccc(Cl)cc1)n2-c1cc(C(C)(C)C)[nH]n1
    34	43	-12*	77	47	49	/	21
39) O=C(Nc1ccc(N=Cc2cccs2)cc1)NC1C=c2ccccc2=CC1 (stereo not given)
    88	100	92	92	105	87	112	92
40) O=C1C(C2SC(=S)N(C3CCCC3)C2=O)SC(=S)N1C1CCCC1 (stereo not given)
    92	100	87	/	106	105	99	91

# The list goes on.
# Fields: CCRF-CEM	EKVX	SR	RPMI-8226	HOP-62	A549/ATCC	HOP-92	MOLT-4
41) Cc1cc(C)c(S(=O)(=O)N2CCN(c3cc4c(cc3F)c(=O)c(C(=O)O)cn4C3CC3)CC2)c(C)c1
    37	/	39	22	57	20	47	61
42) CCSc1nnc2c(C)nc3ccccc3n12
    94	85	96	91	72	100	68	107
43) CC(Br)C(=O)N1CCN(c2cc3c(cc2F)c(=O)c(C(=O)O)cn3C2CC2)CC1 (stereo not given)
    41	95	37	63	74	85	99	74
44) CN(C)CCOc1ccc(C(=O)C2[C@H](c3ccc(Cl)cc3)[C@@H](c3ccccc3)NC23C(=O)Nc2ccccc23)cc1 (stereo not given in full)
    86	77	-18*	50	84	48	21	-33*
45) O=C1C2C3C=CC(O3)C2C(=O)N1Nc1ccccc1 (stereo not given)
    96	101	126	108	117	103	/	101
46) CSc1ccccc1N
    68	103	79	88	106	88	94	56
47) COc1ccc(-c2nn(-c3ccccc3)cc2/C=C/C(=O)c2ccc(NC(=O)CCCCCCC(=O)NO)cc2)cc1
    92	97	110	115	107	96	125	70
48) N#CC1=C(N)Oc2c(sc3c(F)cccc23)C1c1ccc(F)cc1 (stereo not given)
    20	47	/	18	35	26	45	18
49) C[N+](C)(C)CC[N+](C)(C)C
    112	106	/	106	101	99	76	87
50) CS(=O)/C(C#N)=C\C=C\c1cccc(Cl)c1 (stereo not given)
    2.4*	39	6.4*	2.5*	17	20	-5.8*	7.1*
51) C/C(=N\NC(N)=S)c1nnn(-c2ccc(S(N)(=O)=O)cc2)c1C
    106	94	111	107	97	104	105	105
52) CCc1ccc(OCC(=O)c2ccc(O)c(CN(C)C)c2O)cc1
    106	/	76	109	98	95	128	81
53) CC(Oc1ccc(C(=O)O)cc1C(F)(F)F)c1ccc(Oc2ccccc2)cn1 (stereo not given)
    101	103	72	100	99	100	98	106
54) C#Cc1cccc(Nc2nc3cc([N+](=O)[O-])ccc3nc2Nc2ccc(O)cc2)c1
    6.3*	23	3.3*	12	21	11	/	0.3*
55) O=C(CCCCCNC(=O)c1nc(-c2ccccc2)n(-c2ccccc2)n1)NO
    89	98	114	96	84	92	85	103
56) CC(=O)c1c(O)c(C)c(O)c2c1OC1=Cc3c(c(C)nn3C)C(=O)C12C (stereo not given)
    82	/	51	55	92	79	/	52
57) S=C(S)NCCN1CCNC1=S
    111	97	97	109	110	96	119	102
58) CCN1CCN(c2ccc(NC(=O)Nc3ccc(-c4cc(C(=O)NC)c5ncccc5n4)cc3)cc2C(F)(F)F)CC1
    -53*	-100*	/	-50*	-92*	-88*	-82*	/
59) O=C1/C=C/[C@@H](O)[C@@H]2C[C@@H](O)C[C@H]2/C=C/CCC[C@H](CCO)O1
    19	10.0*	9.2*	15	31	18	-7.4*	15
60) Clc1ccc(-c2cc(-n3nnnc3-c3ccccc3)no2)cc1
    101	108	106	109	94	94	108	87

# Other compounds.
# Fields: CCRF-CEM	EKVX	SR	RPMI-8226	HOP-62	A549/ATCC	HOP-92	MOLT-4
61) O=S(=O)(OCCCCCCCCCCOS(=O)(=O)c1ccc(F)cc1)c1ccc(F)cc1
    84	96	104	80	93	82	73	85
62) CCOc1ccc2sc(NS(=O)(=O)c3ccc(N)cc3)nc2c1
    99	103	95	96	100	112	94	104
63) CC/C(=N/O)c1ccc(O)cc1O
    /	94	133	111	116	90	/	118
64) COc1cccc(NC(C)=O)c1
    98	96	98	101	31	101	83	103
65) O=C(OCc1ccc2c(Br)cc(Br)c(O)c2n1)c1cc2ccccc2[nH]1
    2.8*	-66*	3.2*	-25*	14	14	-66*	-8.6*
66) CCOc1ccc(NC(=O)C2=C(C)NC(C)=C(C(=O)Nc3ccc(OCC)cc3)C2c2cccc([N+](=O)[O-])c2)cc1
    71	61	/	62	69	74	69	49
67) CCCCCCCC/C=C\CCCCCCCCOc1cccc(CC(=O)NCC[N+]2(C)CCCC2)c1
    52	89	43	77	70	95	93	80
68) O=c1[nH]c2ccc(I)cc2c(=O)n1O
    99	91	/	103	91	100	96	96
69) c1cc(-c2nnc(Nc3ccc4c(c3)OCO4)o2)[nH]n1
    /	94	99	88	107	96	84	102
70) NS(=O)(=O)c1ccc(-n2cc(-c3cccc(NC(=O)Nc4cccc(C(F)(F)F)c4)c3)nn2)cc1
    97	104	92	103	103	97	122	98
71) COc1ccc(C(C(=O)O)c2ccc(OC)cc2)cc1
    100	106	106	111	112	116	106	104
72) C[C@H](c1nc2ccc(C(=O)O)cc2[nH]1)[C@H]1CC[C@H]2[C@@H]3CCC4=CC(=O)CC[C@]4(C)[C@H]3CC[C@]12C
    113	94	100	127	98	100	51	107
73) c1ccc(CN(Cc2ccccc2)c2ccccc2)cc1
    116	98	100	120	96	100	/	94
74) COc1ccc(-c2csc(NS(=O)(=O)C3C(=O)ON=[N+]3c3ccc(C)cc3)n2)cc1 (stereo not given)
    99	103	101	110	104	85	/	110
75) O=C(O)CCCCCN1C(=O)CSC1=S
    105	101	106	103	110	102	117	103
76) O=C1/C(=C/C=C/c2ccco2)SC(=S)N1C1CCCCC1
    91	93	82	100	102	87	/	90
77) COc1ccc(/C=C/c2nc(N3CCOCC3)c3nc(F)c(F)cc3n2)cc1OC
    104	/	79	110	98	120	99	87
78) CCCCN(CCNc1ccc(C)c2sc3ccccc3c(=O)c12)CC(C)O (stereo not given)
    83	83	55	78	85	87	78	59
79) CC(=O)Cc1cc(-c2cc(CC(C)=O)[nH]n2)n[nH]1
    101	90	/	109	95	102	104	114
80) CSc1nn2c(-c3sc4nc5ccccc5n4c3C)ccnc2c1C#N
    103	93	96	98	100	102	104	103

# More records.
# Fields: CCRF-CEM	EKVX	SR	RPMI-8226	HOP-62	A549/ATCC	HOP-92	MOLT-4
81) CCCC(CC)Sc1nc2c([nH]1)c(=S)n(C)c(=O)n2C (stereo not given)
    66	80	80	82	98	90	95	76
82) CCCCC(CC)COC(=O)/C=C/c1cccc2c1C(=O)NC(C)(c1cc3cc(OC)ccc3oc1=O)N2 (stereo not given)
    62	50	50	44	84	50	54	48
83) CC(=O)C1CCC2C3CC=C4CC(=O)CC5OC(CC12C)C3C45C (stereo not given)
    86	/	92	80	107	94	91	96
84) CC(C(=O)c1ccccc1)[n+]1ccccc1 (stereo not given)
    97	92	92	95	98	94	81	90
85) O=C(O)C1=C2C(=O)Nc3cccc(c32)C2(C1)C(=O)Nc1ccccc12 (stereo not given)
    105	100	82	102	100	99	/	100
86) NC(=O)c1c(Nc2ccc(Cl)cc2)nn2cc(-c3nc4ccccc4s3)c(N)nc12
    99	95	86	103	/	112	104	94
87) Cc1cc(Nc2cc(N)ncn2)c(=O)n2c1C(=O)NC21CCCCC1
    102	96	110	104	89	108	61	110
88) CC(=O)Nc1nc(-c2ccc(Cl)c(O)c2)c(-c2ccnc(NCCCNS(=O)(=O)c3ccc(O)cc3)n2)s1
    73	86	79	61	97	87	65	64
89) Fc1ccc(C(F)(F)F)cc1-n1cc(-c2ccc(Br)cc2)oc1=Nc1ccc(Nc2ncnc3sc4c(c23)CCCC4)cc1
    91	97	86	86	91	87	95	83
90) C=CC(=O)Nc1cccc(-c2nc(SC)nc(NCCC)c2C#N)c1
    101	78	/	83	80	86	72	73

# Source: PubChem (NCI)
